# Compound activity (PubChem BioAssay)
# GPR55 beta-arrestin: GPR55 agonists via beta-arrestin recruitment, primary screen, imaging, U2OS cells, beta-arrestin-GFP redistribution (AID 1961); U2OS GPR55 beta-arrestin-GFP redistribution imaging; higher % means a stronger effect; activation, % at 10 µM; hits with a dose series show EC50 in µM; hit rate 0.048% among 290,000;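 active means activation above 40% with more than 50 cells counted in the well; inconclusive means wells holding fewer than 50 cells, flagged as toxic or sparse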;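 further: U2OS osteosarcoma cells stably expressing GPR55 and beta-arrestin-GFP; plate controls were DMSO negative control for no effect and LPI positive control for full effect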
# GPR35 antagonists: GPR35 antagonists blocking zaprinast-driven arrestin recruitment, primary screen, imaging, U2OS, beta-arrestin-GFP, zaprinast agonist (AID 2058); G-protein coupled receptor 35 (Homo sapiens); U2OS GPR35 beta-arrestin-GFP translocation imaging, zaprinast antagonism; higher % means a stronger effect; one-dose inhibition, % at 10 µM; IC50 in µM for titrated hits; hit rate 0.052% among 290,000;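 active means inhibition of at least 50% with at least 30 cells and total cytoplasm GFP at most 10,000,000; inconclusive means under 30 cells or total GFP of 10,000,000 plus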
# HIV peptide binding: inhibitors of HIV fusion peptide binding, primary screen, biochemical, uHTS, fluorescence dequenching (AID 1986); cell-free peptide binding, fluorescence dequenching, 30 min; higher % means a stronger effect; one-dose inhibition, % at 20 µM; IC50 in µM for titrated hits; hit rate 0.3% among 290,000; in the data active means inhibition mostly above about 52%, no sharp cut-off; inactive means mostly below about 76%; further: some results filed as inactive read as strong as hits
# HEK293 NOD2/NF-kB: NOD2 signaling inhibitors, cell-based, luminescence, uHTS, HEK293 (AID 1566); HEK293 NOD2/NF-kB luciferase reporter, luminescence; higher % means a stronger effect; hit rate 0.63% among 290,000; inhibition, % at 4 µM; hits with a dose series show EC50 in µM; further: many of its hits are not listed in these tables
# GPR55 antagonists: GPR55 antagonists blocking LPI-driven arrestin recruitment, primary screen, imaging, U2OS, beta-arrestin-GFP, LPI agonist (AID 2013) | inhibition, % at 10 µM; hits with a dose series show IC50 in µM | U2OS GPR55 beta-arrestin-GFP translocation imaging, LPI antagonism; higher % means a stronger effect | hit rate 0.13% among 290,000 | G-protein coupled receptor 55 (Homo sapiens);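 active means spots per cell inhibited over 60%, with over 100 cells counted and total cytoplasm intensity under 500,000; inconclusive means wells with under 100 cells, flagged as likely toxic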;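 further: U2OS cells stably carrying GPR55 and arrestin-GFP stimulated by 5 µM LPI near EC80; imaged beta-arrestin-GFP aggregate spots per cell after agonist stimulation; plate controls were LPI-stimulated DMSO wells for no effect and DMSO wells without LPI for full effect; some results filed as inactive read as strong as hits; confirmed hits need IC50 under 10 µM and bright autofluorescent wells are also inconclusive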
# Myeloid diff MLP: induction of myeloid progenitor differentiation, primary screen, cell-based, flow cytometry, MLPCN library | calls only at 10 µM | ER-HoxA9 myeloid progenitors, lysozyme-GFP differentiation | hit rate 1% among 360,000;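 active means normalized GFP-positive differentiation at or above the plate's own cutoff, the solvent-only control mean plus 3 SD; inconclusive means no clear call, values can overlap the other calls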;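 further: cells exposed to compound for four days before flow analysis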
# KOR beta-arrestin-1: KOR antagonists, beta-arrestin recruitment, cell-based, luminescence, uHTS (AID 1778). KOR beta-arrestin recruitment, luminescence, antagonist mode; higher % means a stronger effect. hit rate 0.091% among 290,000. inhibition, % at 10 µM, or IC50 in µM where a hit was titrated. Kappa-type opioid receptor (Homo sapiens); further: strong numbers were not always called active
# NOD1 NF-kB reporter: NOD1 signaling inhibitors, primary screen, cell-based, luminescence, uHTS (AID 1578); NOD1-driven NF-kB luciferase reporter cells, luminescence; higher % means a stronger effect; hit rate 1% among 290,000; one-dose inhibition, % at 4 µM; EC50 in µM for titrated hits; in the data active means inhibition mostly above about 36%, no sharp cut-off; inactive means mostly below about 34%;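 further: HEK-293T reporter cells stimulated with the NOD1 agonist gamma-tri-DAP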
# KOR beta-arrestin-2: KOR agonists, beta-arrestin recruitment, primary screen, cell-based, luminescence, uHTS (AID 1777); KOR beta-arrestin recruitment, luminescence; higher % means a stronger effect; hit rate 0.02% among 280,000; Kappa-type opioid receptor (Homo sapiens); one-dose activation, % at 10 µM; EC50 in µM for titrated hits; in the data active means activation above about 50%, passing the limit was not always enough; further: a part of the inactive calls stands beside numbers as strong as those of hits
# Myeloid diff MLP GFP+ MAC1+ %: further read-out of Myeloid diff MLP, marked with its call; GFP+ MAC1+ double positive, %; measured here: differentiation confirmed by MAC1 staining
# Active calls of the source: *; i = inactive; ? = inconclusive; . = no result given; [ ] = another dose, or the depositor's remark. Unless noted, no stated cut-off is given here; in the data, active means inhibition above about 50%; inactive means the rest. The list is partial; the hit share may differ from the screen's.
Compound	GPR55 beta-arrestin	GPR35 antagonists	HIV peptide binding	HEK293 NOD2/NF-kB	GPR55 antagonists	Myeloid diff MLP	Myeloid diff MLP GFP+ MAC1+ %	KOR beta-arrestin-1	NOD1 NF-kB reporter	KOR beta-arrestin-2
Cc1ccc(S(=O)(=O)N2C3C=CC(C3)C2C(=O)O)cc1 (centres undefined)	-0.1%	-5.9%	-2.5%	-5.8%	15.4%	i	1.1	33.9%	3.1%	-5.9%
C=CCN(c1ccc(C(=O)N2CCN(c3ccc(F)cc3)CC2)cc1)S(C)(=O)=O	-0.3%	10.3%	-2.2%	7.8%	3.6%	?	.	-10.7%	-11.3%	-0.8%
Cc1ccc(Cl)cc1NC(=O)NCc1cccnc1	-0.1%	2.0%	-1.0%	-3.4%	9.0%	i	5.8	-18.2%	-26.6%	3.5%
CN(C(=O)Nc1ccc(Cl)cc1Cl)[C@H]1c2cc(Br)ccc2OC[C@H]1CO	-0.3%	22.2%	-0.6%	-13.5%	23.1%	i	4.9	-20.9%	-0.6%	-0.7%
CCOC(=O)CCNC(=O)c1ccc2nc(C3CCCCC3)oc2c1	-0.4%	7.2%	-1.3%	4.7%	-11.4%	i	0.8	-34.8%[20 µM]	12.4%	-6.4%
ON=C1c2ccccc2-c2ccccc21	0.0%	11.3%	0.0%	-9.1%	1.7%	i	0.5	-6.4%	3.2%	-4.5%
COc1ccc2c(c1)sc1nc(=O)ccn12	0.3%	5.2%	1.9%	6.7%	1.3%	i	0.3	-21.7%[20 µM]	-3.3%	-1.0%
O=c1nc(Nc2ccccc2)sc2ccc([N+](=O)[O-])cc12	-0.1%	6.8%	-11.3%	14.7%	-1.5%	i	0.1	31.9%	-30.7%	0.7%
COc1ccccc1N1CCN(c2nc3c(C)cccn3c(=O)c2C=O)CC1	-0.1%	14.2%	2.0%	18.9%	1.5%	i	0.5	-5.2%	22.5%	2.3%
O=C(COc1ccc(Cl)cc1Cl)NN=C1CCCCC1	0.1%	10.4%	-2.4%	17.4%	-2.2%	i	1.1	13.9%	-24.6%	0.2%
Cc1cc(C)cc(OCC(=O)NCc2cc(C)nc3ccccc23)c1	-0.1%	-22.5%	-1.8%	30.1%	-2.3%	i	1.1	4.7%[20 µM]	-3.3%	-3.0%
COC(c1ccccc1)c1nnc(CCC(=O)NCc2cccc(-n3cccn3)c2)o1 (centres undefined)	0.3%	29.9%	1.5%	8.8%	1.6%	i	0.8	-44.7%[20 µM]	-24.2%	.
C/C(=N\NC(=O)c1ccc(NS(=O)(=O)c2cccs2)cc1)c1ccc2ccccc2c1	-0.3%	1.9%	-0.4%	-13.7%	10.0%	?	.	11.7%	-25.7%	6.0%
O=C(NCCO)Nc1ccc2nsnc2c1	0.3%	-8.7%	0.2%	6.2%	14.2%	i	0.2	-2.1%	-26.0%	2.6%
CCn1cc(C(=O)NCCCN2CCC(C)CC2)c2cc(OC)c(OC)cc2c1=O	0.3%	4.5%	-2.8%	-7.0%	6.0%	i	2.2	3.0%	-10.7%	2.4%
Cc1cccc(N/C(=N\S(=O)(=O)c2ccccc2)C(F)(F)F)c1	0.0%	3.2%	-2.8%	10.8%	13.4%	i	2.2	-18.6%	13.4%	0.5%
CCOCCn1c(-c2ccccc2)nc2ccccc21	-0.3%	9.9%	-0.4%	22.1%	3.2%	i	0.1	10.9%	0.2%	-2.3%
O=C(COC(=O)Cc1ccccc1[N+](=O)[O-])NC1CCCC1	0.1%	-8.4%	2.8%	-8.1%	1.9%	i	0.1	12.9%	-19.9%	-4.8%
Cc1ccc(-n2nnc3c(=O)n(Cc4cccc(C)c4)cnc32)cc1	-0.1%	-2.4%	1.4%	-2.5%	2.4%	i	3.8	-1.5%	-40.4%	0.9%
CCOc1cc(-c2nc(-c3ccccc3)c(-c3cc([N+](=O)[O-])ccc3C)[nH]2)ccc1O	-0.2%	9.7%	-1.9%	-9.6%	-11.0%	i	1.1	-15.1%	-15.1%	2.8%
N#Cc1cn(-c2ccccc2)nc1-c1ccco1	0.1%	4.0%	0.5%	12.5%	5.0%	i	0.5	10.8%	-35.4%	3.1%
Cc1ccc(N(CC(=O)NCc2ccncc2)S(C)(=O)=O)cc1Cl	0.2%	-2.0%	-3.1%	3.2%	-9.1%	i	0.9	37.5%	12.7%	-2.2%
C[C@H](NC(=O)c1nc[nH]c1C(=O)N1CCN(C(=O)OC(C)(C)C)CC1)C(=O)OCc1ccccc1	-0.2%	-6.9%	2.6%	12.8%	4.3%	i	2.0	-46.3%[20 µM]	0.6%	-2.5%
CC(=O)c1cc2c(cc1NS(=O)(=O)c1ccc(C)cc1)OCCO2	-0.1%	2.9%	-0.3%	-6.1%	14.3%	i	1.1	13.7%	16.1%	-1.5%
CC(NC(=O)c1ccc(CS(C)(=O)=O)cc1)c1ccc(-c2ccccc2)cc1 (centres undefined)	0.3%	1.6%	1.0%	7.2%	-5.1%	.	.	0.3%	-42.7%	-3.8%
COc1ccc(CNC(=O)CCN2C(=O)[C@@H]3Cc4ccccc4CN3C2=O)cc1	-0.1%	0.2%	-0.7%	13.0%	1.2%	i	2.4	9.4%	-6.0%	-2.0%
CN(CCc1ccccn1)C(=O)CC1C(=O)NCCN1Cc1ccc(-c2ccccc2)cc1 (centres undefined)	0.2%	-10.4%	3.2%	-11.1%	-1.4%	i	0.4	-16.3%	-25.3%	4.5%
Cc1ccc2c(c1)nnn2C1CCN(CC(=O)NCCc2nc3ccccc3[nH]2)CC1	-0.2%	-12.2%	4.2%	-6.7%	3.8%	i	8.5	-13.7%	-13.9%	-3.7%
Cc1ccc(-c2csc(N3CCC(C(N)=O)(N4CCCCC4)CC3)n2)cc1	-0.1%	-2.5%	-1.2%	4.6%	-10.0%	i	2.2	-5.5%	11.4%	2.2%
O=C(CN(Cc1ccc(Br)cc1)S(=O)(=O)c1ccccc1)NCc1ccncc1	-0.1%	-14.6%	-0.3%	1.9%	-16.2%	i	0.5	-21.6%	-31.6%	7.2%
COCCCNC(=O)CN1C(=O)CSc2ccc(S(=O)(=O)N3CCOCC3)cc21	0.2%	6.0%	-0.9%	10.2%	-9.4%	i	2.7	-31.7%	2.2%	-4.8%
CC(C)(C)C1CCC(=O)C(C2(O)C(=O)Nc3ccccc32)C1 (centres undefined)	0.0%	-3.0%	-0.3%	-5.0%	11.4%	i	2.9	14.9%	-22.3%	-0.7%
COc1ccc(NC(=O)CS(=O)CC(=O)Nc2ccc(OC)c(OC)c2)cc1 (centres undefined)	-0.2%	1.1%	-1.6%	3.9%	4.2%	i	2.1	31.0%	-9.7%	-8.8%
O=C(NCc1nc2ccccc2[nH]1)C1=C[C@@H](c2ccc3c(c2)OCO3)C[C@@H](OCc2ccc(CO)cc2)O1	0.3%	-10.1%	-1.9%	5.5%	2.6%	.	.	16.4%	-2.2%	3.9%
CCCOc1nc2c(c(=O)n(C)c(=O)n2C)n1C	0.4%	7.7%	0.2%	15.9%	10.0%	i	0.3	10.7%	-3.7%	-1.6%
CN(C)/C=C1\NC(=S)N(c2ccc(Cl)cc2)C1=O	0.4%	10.2%	12.1%	14.5%	7.1%	i	0.5	-4.6%	-39.3%	-0.1%
CCC(=O)C1CCCN(C(=O)CCc2nnc(C3(c4ccc(Cl)cc4)CCC3)o2)C1 (centres undefined)	0.4%	13.4%	-0.2%	-10.8%	3.6%	i	0.6	-12.2%	-21.0%	2.1%
CCc1cc2cc(C)c(C)cc2nc1SCC(=O)NNC(=O)c1ccco1	-0.1%	12.0%	0.3%	7.9%	-2.5%	i	2.8	-27.1%	27.2%	0.6%
O=C1CCCc2nn(-c3ccccc3)nc21	-0.2%	-6.5%	3.8%	7.1%	-6.4%	i	1.0	0.8%	-20.9%	-3.4%
CCOc1ccc2[nH]c(C)c(CN3CCOCC3)c(=O)c2c1	-0.2%	7.3%	-1.1%	16.0%	5.3%	i	0.8	13.1%	15.6%	6.5%
S=C(Nc1ccccc1)Nc1ccc(Cl)cn1	-0.1%	13.6%	-1.2%	-12.0%	3.1%	i	0.6	-9.7%[20 µM]	-41.1%	.
CCCN1CCN(CCCNC(=O)Cn2nc(-c3ccc(C)cc3)ccc2=O)CC1	0.2%	0.8%	-0.2%	-31.5%	-10.9%	i	5.5	-19.9%	12.2%	14.5%
CCc1ccc(NC(=O)CSc2nc3n[nH]c(C)c3c(=N)n2-c2cccc(OC)c2)cc1	0.1%	-10.3%	2.4%	-5.2%	-6.0%	?	.	-17.8%	10.4%	9.6%
CSc1ncc(CN2CCN(C3CCN(C(C)C)CC3)C(CCO)C2)cn1 (centres undefined)	-0.1%	-4.4%	-0.9%	11.9%	-3.0%	i	0.7	-29.0%[20 µM]	-22.4%	.
CN(CC(=O)NC1CCCCC1)S(=O)(=O)c1cccc2nsnc12	0.0%	8.0%	-0.4%	13.0%	13.7%	i	0.6	-22.1%	-40.6%	4.9%
CC1CN(c2nc3c(c(=O)n(Cc4ccc(Cl)cc4)c(=O)n3C)n2C)CC(C)O1 (centres undefined)	-0.2%	17.3%	-3.0%	-5.6%	7.5%	i	1.0	-13.4%	-5.8%	2.1%
Cc1cccnc1NC(=O)C1c2ccccc2Oc2ccccc21	0.3%	31.4%	-0.8%	14.0%	6.5%	i	0.2	-3.2%	-10.9%	-2.4%
Cc1nn(C)c(Cl)c1C(=O)NC(C(=O)O)c1ccccc1 (centres undefined)	0.1%	9.0%	-0.5%	0.4%	8.3%	i	0.0	-9.1%	16.9%	-3.3%
Cc1ccc2cc(/C=N/NC(=O)c3ccccc3O)c(Cl)nc2c1	-0.3%	12.0%	2.0%	-1.4%	5.3%	i	0.5	3.7%	21.1%	-5.2%
O=C(CN(Cc1ccco1)C(=O)CNS(=O)(=O)c1ccc(F)cc1)NCCc1ccccc1	0.2%	-6.5%	2.2%	-2.1%	2.2%	i	0.4	-13.0%	-27.1%	4.2%
Cc1ccccc1OCC(=O)N/N=C1\CCOc2c(C)cccc21	0.3%	2.1%	-1.4%	-11.7%	-2.7%	i	0.9	-7.2%	11.2%	-2.8%
